iPSC survival up: enhancers of single-cell hiPSC survival, primary screen, ATPlite luminescence; survival enhancement, % at 20 µM; 100% = ROCK inhibitor wells, 0% = DMSO; 360,000 compounds, 0.044% hits; in the data active = survival enhancement above about 18%;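 note: cells exposed to compounds for 16 hours before the ATP read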
HTR2A ag: mouse Htr2a agonists via beta-arrestin recruitment, primary screen, cell-based, luminescence; 5-hydroxytryptamine receptor 2A (Mus musculus), P35363; CHO-K1 mHTR2A beta-arrestin complementation; percent of 30 µM serotonin response; activation, % at 7.6 µM; 360,000 compounds, 0.66% hits; AID 624169, 2012;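 active = activation above a run cutoff, the mean activation of all tested compounds plus 3 SD, cut at about 14% in these data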;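 note: 0% = plate median of compound wells and 100% = 30 µM serotonin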
Target sequence (P35363 whole entry, looked up): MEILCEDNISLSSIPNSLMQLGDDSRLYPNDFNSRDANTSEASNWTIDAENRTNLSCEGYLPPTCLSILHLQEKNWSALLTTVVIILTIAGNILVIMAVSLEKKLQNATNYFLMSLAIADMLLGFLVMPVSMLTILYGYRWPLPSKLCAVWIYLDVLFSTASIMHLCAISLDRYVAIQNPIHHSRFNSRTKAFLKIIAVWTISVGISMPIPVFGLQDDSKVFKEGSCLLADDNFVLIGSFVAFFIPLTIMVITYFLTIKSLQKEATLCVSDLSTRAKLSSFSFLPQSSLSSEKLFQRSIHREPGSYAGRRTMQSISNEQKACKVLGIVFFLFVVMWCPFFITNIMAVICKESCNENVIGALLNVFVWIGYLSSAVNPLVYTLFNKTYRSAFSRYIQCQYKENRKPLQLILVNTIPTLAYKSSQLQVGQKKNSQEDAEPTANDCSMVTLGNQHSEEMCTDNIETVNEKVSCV
Shn3 inh set2: reduction of Shn3 3'UTR firefly luciferase signal, primary screen, Schnurri-3 inhibitor project, cell-based, Clone20 osteoblasts, set 2 | inhibition, % at 12.5 µM | 360,000 compounds, 0.52% hits | Clone20 osteoblast Shn3 3'UTR firefly luciferase, 24 h | AID 588674, 2011;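 active = mean inhibition of at least 75% with every replicate also reaching 75%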;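 note: 0% = median of neutral control wells and 100% = pilot-screen positive control compound; some compounds past the cut are filed as inactive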
NR2E3 ag-1: NR2E3 agonists in two-hybrid cells, primary screen, cell-based, luminescence, CHO-S, Gal4-NCOR/VP16-NR2E3. Photoreceptor-specific nuclear receptor (Homo sapiens), Q9Y5X4. luciferase. inhibition of corepressor binding, % at 3.98 µM. 360,000 compounds, 0.35% hits. AID 602229, 2012;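 active = inhibition above the mean of all tested compounds plus 3 SD, cut at about 70% in these data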;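 note: 0% = DMSO with NR2E3 transfected cells and 100% = cells lacking NR2E3 construct; higher means lower luciferase signal from less NR2E3 corepressor binding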
MITF TRPM1 inh: inhibitors of MITF-dependent TRPM1 promoter reporter, primary screen, cell-based, SK-MEL-5, single point, luciferase; SK-MEL-5 TRPM1 promoter luciferase, 24 h; inhibition, % at 12.5 µM; 330,000 compounds, 0.83% hits; AID 488899, 2010;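 active = mean inhibition across replicates of 60% or more, whatever share of single replicates reaches that level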; note: values of inactives mirror those of a sister screen read the other way
Peg3 prom inh: Peg3 promoter-driven luciferase inhibitors, primary screen, cell-based, HeLa, luciferase luminescence; 360,000 compounds, 1.7% hits; AID 588405, 2011; HeLa PEG-Prom luciferase reporter, overnight; inhibition, % at 20 µM;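 active = inhibition of at least 50% at 20 µM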
CaV13 ICDI inh: Primary screen for inhibitors of IQ motif and Ca2+-dependent inactivation inhibitor domain binding in CACNA1D, Förster resonance energy transfer in living cells, …; HEK cells, CFP/YFP FRET ICDI-IQ, plate reader, 10 min; percent FRET-ratio fall versus neutral wells; inhibition, % at 12.3 µM; 340,000 compounds, 0.098% hits; AID 743397;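 active = mean replicate inhibition of at least 30% and at least 1% of replicates passing that level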;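 note: 0% = median of the neutral control wells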
HIF-2a block: HIF-2a reporter inhibitors, primary screen, luminescence, 786-0 RCC cells | 360,000 compounds, 0.72% hits | inhibition, % at 18.8 µM | 786-0 RCC cells HIF-2a reporter, luciferase luminescence, overnight;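 active = inhibition of the luminescence signal of 40% or more relative to plate controls, in a single-dose primary screen at 18.75 µM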
NR2E3 ag-2: inhibitors of NR2E3-RetCOR corepressor binding, primary screen, NR2E3 agonist project, biochemical, TR-FRET, GST-NR2E3, biotin-RetCOR; Photoreceptor-specific nuclear receptor (Homo sapiens), Q9Y5X4; 1536-well; inhibition of corepressor binding, % at 4.78 µM; 320,000 compounds, 0.12% hits; AID 2300, 2010;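 active = percent inhibition above the cutoff of mean plus 3 SD of all tested compounds, set per screening campaign, cut at about 20% in these data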;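 note: 0% = DMSO wells and 100% = biotin wells as full block of FRET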
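Material – GST-tagged NR2E3 plus biotinylated RetCOR corepressor · Quantity – NR2E3 fusion 1.35 nM · Times – 5 h incubation at 4 °C · Medium – pH 7.5 Tris-based buffer · Technique – TR-FRET, Eu(K)-anti-GST donor, streptavidin-D2 acceptor, ex 340, em 617/671 nm · Benchmarks – high control biotin, low control 0.6% DMSO · Format – 1536-well plates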
PDI turbidity: inhibitors of human PDI, primary screen, biochemical, turbidity, single point, plate reader; Protein disulfide-isomerase (Homo sapiens), P07237; PDI insulin aggregation turbidity, A650, 90 min; 350,000 compounds, 0.052% hits; AID 588391, 2011; inhibition, % at 10 µM;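 active = mean inhibition across replicates of 30% or more, whatever share of single replicates reach that level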;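 note: absorbance from insulin aggregation driven by PDI reduction with DTT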
Target sequence (P07237 whole entry, looked up): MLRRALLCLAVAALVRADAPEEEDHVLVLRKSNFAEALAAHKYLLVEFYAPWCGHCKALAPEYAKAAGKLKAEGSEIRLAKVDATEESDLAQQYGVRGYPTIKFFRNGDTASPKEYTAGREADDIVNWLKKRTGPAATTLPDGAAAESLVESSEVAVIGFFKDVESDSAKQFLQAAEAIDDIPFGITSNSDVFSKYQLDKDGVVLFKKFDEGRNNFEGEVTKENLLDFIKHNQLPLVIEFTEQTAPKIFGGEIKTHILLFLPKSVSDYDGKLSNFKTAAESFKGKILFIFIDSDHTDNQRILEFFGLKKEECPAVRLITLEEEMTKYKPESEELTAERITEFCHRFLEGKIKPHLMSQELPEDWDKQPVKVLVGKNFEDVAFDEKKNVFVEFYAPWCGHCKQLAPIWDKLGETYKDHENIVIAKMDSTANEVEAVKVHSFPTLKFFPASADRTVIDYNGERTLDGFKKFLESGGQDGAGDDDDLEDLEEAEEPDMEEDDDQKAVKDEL
Cardio protect: cardioprotection against H2O2-induced cell death, primary screen, uHTS, H9c2 cells, ATPLite luminescence; H9c2 cardiomyocytes, H2O2 injury protection, 2 h; protection from H2O2 cell death, % at 20 µM; 360,000 compounds, 0.63% hits; AID 588492, 2011;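 active = compounds giving at least 50% protection of heart cells from peroxide-induced death in the single-dose screen, raw or plate-pattern-corrected value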;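 note: 0% = DMSO wells with peroxide and 100% = DMSO wells without peroxide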
* = called active by the depositor; . = not tested or not shown.

SMILES	iPSC survival up	HTR2A ag	Shn3 inh set2	NR2E3 ag-1	MITF TRPM1 inh	Peg3 prom inh	CaV13 ICDI inh	HIF-2a block	NR2E3 ag-2	PDI turbidity	Cardio protect
COc1cccc(/C=N/NC(=O)CCc2ccccc2)c1	-0.5	0	-17	-28	-12	-15	-7	-40	3	-7	-2
O=C(CSc1nc2[nH]ncc2c(=O)n1-c1ccccc1)NCc1cccs1	0.6	-3	1	11	-3	18	-7	9	1	1	-5
O=C(Nc1ccc(F)cc1)NC1CCN(Cc2c(F)cccc2Cl)CC1	0.0	-1	50	21	-3	0	-5	13	0	1	-8
CCOc1cc(N2CCOCC2)c(OCC)cc1NC(=O)C1CC(=O)N(c2ccc(C)cc2)C1 (centres undefined)	0.2	-6	5	-25	8	-1	-4	12	-5	4	0
Cc1ccc(-n2nnnc2SCC(=O)Nc2ccccc2-c2ccccc2)cc1C	-1.3	-5	17	0	5	15	-4	21	4	-1	-7
c1cn2c(Nc3ccc4c(c3)OCCO4)c(-c3ccc(N4CCOCC4)cc3)nc2cn1	-0.1	1	-45	-37	-28	-91	-4	-108	3	-1	-2
CCc1cc(C(=O)N2CCN(c3ncc(C(F)(F)F)cc3Cl)CC2)sc1C	0.7	-5	19	-36	0	12	-2	-4	1	-5	-3
O=C(NCC(c1cccs1)N1CCOCC1)c1cccnc1 (centres undefined)	-0.3	0	2	-19	1	3	.	8	0	-2	2
O=C(O)C1CCCN1c1nc(C(F)(F)F)nc2ccccc12 (centres undefined)	-0.2	0	2	-17	2	-6	5	12	2	6	8
CNC(=S)N/N=C/c1ccc(-c2cccc(C(=O)O)c2)o1	0.2	3	-51	-113	0	-52	-5	-77	-4	7	15
COc1cc(NC(=O)CCC(=O)N2CCN(S(=O)(=O)c3ccc(C)cc3)CC2)cc(OC)c1	3.9	10	12	9	.	0	-6	16	.	6	1
CCS(=O)(=O)c1ccc(O)c(NC(=O)c2cc(-c3ccccn3)nc3ccccc23)c1	0.2	-3	13	1	11	-5	-2	13	.	-1	7
CC(=O)NCc1cc(-c2nn(C)c(=O)c3ccccc23)ccc1C	1.6	-4	-10	-31	10	15	-5	3	2	3	0
O=C(c1cc(F)c(F)cc1Cl)N1CCCc2ccccc21	-0.2	-4	7	6	2	23	-5	12	5	-2	-7
Cc1cc(S(=O)(=O)Nc2nc(CN3CCOCC3)nc3sc4c(c23)CCCC4)ccc1F	-0.2	-2	-3	-16	5	5	.	21	-4	9	-7
C[C@H]1CN([C@@H](C)CO)C(=O)CCCn2nncc2CO[C@@H]1CN(C)Cc1ccc(Oc2ccccc2)cc1	1.3	-7	14	-9	.	0	-7	5	.	-2	9
O=C(Nc1cccc2ncccc12)c1ccccc1F	-0.4	0	-2	8	-10	0	-1	3	.	0	5
Cc1ccc(CN2CC(C(=O)Nc3ccc4c(C)cc(=O)oc4c3)CC2=O)cc1 (centres undefined)	1.7	-3	14	-4	5	4	-3	-8	-2	8	1
COc1ccc(NC(=O)CCS(=O)(=O)c2ccc3c(c2)CCCN3C(C)=O)cc1Cl	4.1	9	20	-14	0	12	-9	3	5	2	5
Cc1cc(C(=O)N2CCC(Cc3ccccc3)CC2)c(C)o1	-0.2	-11	-6	-14	-2	15	.	3	4	-10	0
CCN(CC)C(=O)CSc1nnc(-n2nc(C)cc2C)c2ccccc12	-1.6	5	11	10	7	6	-9	17	-1	-1	-7
COc1cc(Oc2nc(C(F)(F)F)nc3ccccc23)ccc1C=O	0.3	3	-22	6	5	33	-5	5	0	2	-6
COc1ccc(CCNC(=O)C2CCCN(C(=O)N(C)C)C2)c(OC)c1 (centres undefined)	-2.3	1	4	-2	1	-5	-8	-3	2	0	8
O=C(NCCC1=CCCCC1)C1CC(=O)N(C2CCCCC2)C1 (centres undefined)	1.2	-3	4	-5	5	-19	-8	-7	-1	0	1
CCOC(=O)Cn1nc(C)c(NC(=O)c2ccc([N+](=O)[O-])c(C)c2)c1C	-0.6	9	8	3	-3	6	0	15	-2	-6	3

Some of the entries so far, with values under each structure.
Fields – iPSC survival up	HTR2A ag	Shn3 inh set2	NR2E3 ag-1	MITF TRPM1 inh	Peg3 prom inh	CaV13 ICDI inh	HIF-2a block	NR2E3 ag-2	PDI turbidity	Cardio protect
O=C(Nc1cccc2ncccc12)c1ccccc1F
  -0.4	0	-2	8	-10	0	-1	3	.	0	5
Cc1ccc(CN2CC(C(=O)Nc3ccc4c(C)cc(=O)oc4c3)CC2=O)cc1 (centres undefined)
  1.7	-3	14	-4	5	4	-3	-8	-2	8	1
COc1ccc(NC(=O)CCS(=O)(=O)c2ccc3c(c2)CCCN3C(C)=O)cc1Cl
  4.1	9	20	-14	0	12	-9	3	5	2	5

Among those listed so far, 2 have two or more sulfur atoms:
SMILES	iPSC survival up	HTR2A ag	Shn3 inh set2	NR2E3 ag-1	MITF TRPM1 inh	Peg3 prom inh	CaV13 ICDI inh	HIF-2a block	NR2E3 ag-2	PDI turbidity	Cardio protect
O=C(CSc1nc2[nH]ncc2c(=O)n1-c1ccccc1)NCc1cccs1	0.6	-3	1	11	-3	18	-7	9	1	1	-5
Cc1cc(S(=O)(=O)Nc2nc(CN3CCOCC3)nc3sc4c(c23)CCCC4)ccc1F	-0.2	-2	-3	-16	5	5	.	21	-4	9	-7

The results go on.
SMILES	iPSC survival up	HTR2A ag	Shn3 inh set2	NR2E3 ag-1	MITF TRPM1 inh	Peg3 prom inh	CaV13 ICDI inh	HIF-2a block	NR2E3 ag-2	PDI turbidity	Cardio protect
COC(=O)c1cc2c(s1)CS(=O)C2 (centres undefined)	-0.3	0	1	-10	9	-1	-3	-1	-1	4	10
CN(Cc1ccccc1)C(=O)c1[nH]cnc1C(=O)Nc1ccc(Cl)cc1	0.7	-10	2	-28	-5	-88	-12	-163	-1	3	0
Cc1ccc(NC(=O)c2ccccc2NC(=O)c2cccnc2)cc1	-0.6	-6	6	11	3	1	-5	1	1	2	2
CCOc1ccc(NC(=O)CCNS(=O)(=O)c2ccc3c(c2)CC(C)N3C(C)=O)cc1 (centres undefined)	-0.4	4	2	-15	-4	1	-5	13	0	13	-8
CN(Cc1nc2ccc(Cl)cc2[nH]1)Cc1nc(-c2cnccn2)no1	-1.2	10	-1	-45	14	16	10	19	-1	-5	-6
CCN(CCn1cccn1)C(=O)CCc1nnc(-c2ccc3c(c2)OCO3)o1	-3.3	-1	-23	-11	-6	-26	-6	-41	7	14	1
CCOC(=O)N1CCN(C(=O)c2ccc3c(=O)n(Cc4ccc(OC)cc4)c(=S)[nH]c3c2)CC1	-1.3	-3	4	2	3	36	-1	25	-1	-14	-2
Cc1ccccc1NC(=O)N(CCc1nc2ccccc2[nH]1)Cc1ccccc1	3.4	12	7	-8	12	20	.	27	2	-4	-5
Cc1cc2cccc(C)c2nc1SCC(=O)N(C)c1nc(-c2ccccc2)cs1	2.1	2	-11	15	2	5	-5	2	0	-3	4
COC(=O)C1NN=C(C(=O)c2ccccc2)C1c1ccccc1 (centres undefined)	1.3	7	-16	20	-5	12	-4	1	0	9	-7
Cc1ccc(C)c(-c2nnc(NC(=O)Cc3ccccc3)o2)c1	0.2	4	10	-3	-1	-2	-14	-7	3	-4	13
O=C(CCSc1nccn1Cc1ccccc1)N1CCOCC1	-0.6	7	-6	-18	-15	-14	-8	-82	-4	-2	0
COc1cccc(C(=O)CN2CCN(S(=O)(=O)c3cccc([N+](=O)[O-])c3)CC2)c1	2.1	5	-11	8	0	-1	-18	8	5	10	-5
CCC(CO)NCc1ccc(OCC(=O)Nc2cccc(C(F)(F)F)c2)c(OC)c1 (centres undefined)	-1.8	-8	2	10	5	17	-4	3	2	3	-10
CC(CCc1ccccc1)NC(=O)COC(=O)c1ccc(F)cc1 (centres undefined)	0.4	-1	0	-6	1	11	-19	6	3	0	3
O=c1cc(CN2CCOCC2)c2ccc(O)c(O)c2o1	-0.4	5	0	-14	-14	14	-1	13	0	4	3
CCOc1ncccc1C(=O)Nc1ccc(C)c(S(=O)(=O)N2CCCCCC2)c1	0.1	1	2	-31	14	20	-5	11	3	-14	1
Cc1ccccc1-n1nc2c(c1NC(=O)CC(C)C)CS(=O)C2 (centres undefined)	-0.1	-3	4	-17	-7	-5	-7	7	1	-1	-1
Cc1nc(C)c(C(=O)Nc2ccccc2)s1	1.7	2	-36	-11	-9	-12	-5	-32	2	2	-1
COc1ccc(NC(=O)CN(C)C(=O)c2n[nH]c3ccccc23)cc1	-0.5	1	-48	-50	-48	-164	-4	-146	-4	3	-7
CCOC(=O)c1c(C)[nH]c(C(=O)COC(=O)c2ccc(O)cc2)c1C	-0.6	-5	-4	-39	-17	-153	6	-47	7	-3	-3
O=C(Nc1ccccc1C(=O)N1CCOCC1)c1cccnc1	6.9	-5	-3	-7	-1	17	-4	-4	1	1	-2
O=C(O)CN1C(=O)COc2ccc(S(=O)(=O)N3CCCCCC3)cc21	-0.3	10	-5	-25	6	0	-17	7	-1	-3	-1
COc1ccc(OC)c(S(=O)(=O)NC(=O)C2(C)CCN2C(=O)Cc2ccccc2)c1 (centres undefined)	1.1	4	-2	8	.	4	-5	5	.	2	7

Screening results: PubChem, several laboratories
